Assay outcomes deposited in PubChem BioAssay by Sanford-Burnham Center for Chemical Genomics.
mouse IAP activators: mouse intestinal phosphatase enzyme activation – biochemical, luminescence, single concentration, confirmation (AID 434970) | purified mouse IAP, CDP-Star luminescence, 30 min; hits give low values | activity change, negative = activation, % at 10 µM | actives 2.9% (n = 11,000); in the data active means activity change below about -85%;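 further: percent relative to enzyme plus DMSO wells and wells without enzyme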
mouse IAP activators Fold change: also measured in mouse IAP activators; calls as there; activation factor; measured here: IAP activation factor; hits give high values;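 fold luminescence change scaled to plate control wells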
* hit, by the source's call. These rows are one share of the data; the hit share may differ from the screen's.

smiles	mouse IAP activators	mouse IAP activators Fold change
CCC(=O)N1CCc2cc(Br)cc(S(=O)(=O)N3CCCCCC3)c21	-8	1.1
Cc1csc(SCC(=O)Nc2cc(C(C)(C)C)nn2-c2ccccc2)n1	-10	1.1
O=C1CN=C(Nc2ccccc2Cl)N1Cc1ccc2c(c1)OCO2	-7	1.1
CCC(C(=O)NC1CCCC1)N(C(=O)Cn1nnc(-c2cccs2)n1)c1cnc2ccccc2c1 (stereo unspecified)	4	0.96
CCCOc1ccc(N2C(=O)CC(NCCCN3CCC(C(N)=O)CC3)C2=O)cc1 (stereo unspecified)	0	1
CCN(CC)CCCNC(=O)C1c2ccccc2C(=O)N(C)C1c1ccc(OC)cc1 (stereo unspecified)	-1	1
COc1ccc(CNC2C[C@H]3CCCC(=O)N4CC[C@@H](C2)[C@@H]34)cc1 (stereo partly specified)	-7	1.1
CSC1=NSC2=NC(=O)/C(=C/c3coc4ccc(O)cc4c3=O)C(=N)N12	55	0.45
Cc1ccc(-c2nnn(CC(=O)NCCC3=CCCCC3)n2)cc1	-10	1.1
COCCn1c(Cc2ccccc2)nnc1SCC(=O)N1CCCCC1C (stereo unspecified)	9	0.91
O=C(CCn1c(=O)[nH]c2ccsc2c1=O)N(CCc1ccccc1)Cc1ccccc1	0	1
Cc1ccc(C(=O)NC2CCN(C(=O)N3CCOCC3)CC2)cc1	7	0.93
O=C(Cn1ncc2c3ccccc3n(Cc3ccc(F)cc3)c2c1=O)N1CCN(c2ncccn2)CC1	0	1
CC1CCc2ccccc2N1C(=O)c1cccs1 (stereo unspecified)	5	0.95
Cc1nccn1CC(=O)O	1	0.99
COCCCNC(=O)C(=O)NCCCOC(C)C	1	0.99
Cc1cc(C)nc(N2CCC(C(=O)NCc3cccc(C(F)(F)F)c3)CC2)n1	5	0.95
O=C(CSCC(=O)OCC(=O)c1ccc(Br)cc1)Nc1cccc2ccccc12	14	0.86
N#CC1=C(N)SC(C(=O)c2ccccc2)C1c1cccs1 (stereo unspecified)	16	0.84
CCN(c1ccccc1)S(=O)(=O)c1ccc(N)c(OC)c1	2	0.98
CCc1cccc(CC)c1NC(=O)C1CC(=O)N(c2ccc3c(c2)OCCO3)C1 (stereo unspecified)	2	0.98
COc1ccc(CN(C(=O)c2ccco2)C2CC(C)N(C)CC2C)cc1 (stereo unspecified)	2	0.98
Cc1cc(C)cc(N(CC(=O)NC2CC3CCC2C3)S(C)(=O)=O)c1 (stereo unspecified)	4	0.96
COc1ccc(N(C(=O)c2ccco2)S(=O)(=O)c2ccc(F)cc2)cc1	6	0.94
Cc1nc2ccccc2c(=O)n1/N=C/c1ccc(O)c(O)c1O	81	0.19
CCN(CC)S(=O)(=O)c1cccc(-c2nnc(SCc3nnc(-c4cccs4)o3)n2N)c1	3	0.97
O=C(c1ccco1)N1CCN(C(c2cccs2)c2nnnn2C2CCCC2)CC1 (stereo unspecified)	6	0.94
c1ccc(-n2nnnc2SCc2cccc3nsnc23)cc1	9	0.91
CCOC(=O)c1cnc(SCc2cccc(C)c2)nc1N	-8	1.1
Cc1onc(-c2ccccc2)c1C(=O)Nc1ccnn1C1CCCCC1	8	0.92

The final 4 records of the section above lead into the next:
smiles	mouse IAP activators	mouse IAP activators Fold change
O=C(c1ccco1)N1CCN(C(c2cccs2)c2nnnn2C2CCCC2)CC1 (stereo unspecified)	6	0.94
c1ccc(-n2nnnc2SCc2cccc3nsnc23)cc1	9	0.91
CCOC(=O)c1cnc(SCc2cccc(C)c2)nc1N	-8	1.1
Cc1onc(-c2ccccc2)c1C(=O)Nc1ccnn1C1CCCCC1	8	0.92
O=C1N[C@H]2CC=C[C@H]2N(Cc2cccs2)c2ccccc21	0	1
COCCNc1nnc(SCC(=O)c2ccc3c(c2)OCO3)s1	0	1
O=C(/C=C/c1cccs1)c1ccc(NC(=O)c2cccc(Br)c2)cc1	0	0.99
CCC(=O)N1CCc2cc(S(=O)(=O)NC(C(=O)Nc3cccc(C)n3)C(C)C)ccc21 (stereo unspecified)	-9	1.1
Cc1nn(C)c(Oc2ccc(Cl)cc2)c1C(=O)O	-7	1.1
Cn1c(=O)cc(SCC(=O)Nc2cccnc2)c2ccccc21	5	0.95
Cc1cccc(NC(=O)NC2CCCCCCC2)c1	-145*	2.5*
Cc1cc(C)n2nc(SCC(=O)Nc3c(C)nn(-c4ccccc4)c3C)nc2n1	4	0.96
O=C(Nc1ccc(Oc2ccc(NC(=O)Nc3ccccc3Cl)cc2)cc1)Nc1ccccc1Cl	-61	1.6
CC(C)=CCC/C(C)=C/CNC(=O)C[C@H]1C[C@H](C(=O)N2CCOCC2)[C@@]2(C)c3[nH]c4ccc(Cl)cc4c3CCN2C1=O	-2	1
COCC(=O)NCc1nc2ccccc2n1Cc1ccccc1F	3	0.97
CCOc1cc(C2NN=C(c3ccccc3)S2)ccc1OCc1ccc(F)cc1 (stereo unspecified)	0	1
O=C(CSc1nnc(-c2ccncc2)n1Cc1ccccc1)Nc1nccs1	2	0.98
Cc1ccccc1NC(=S)NC(NC(=O)COc1ccccc1)C(Cl)(Cl)Cl (stereo unspecified)	-73	1.7
CCOc1ccc(NC(N)=O)cc1OCC	-4	1
CCOC(=O)c1nonc1NC(C)=O	-6	1.1
COCc1[nH]nc2c1C1(C(=O)N(C)c3ccccc31)C(C#N)=C(N)O2 (stereo unspecified)	11	0.89
Cc1ccc(-c2noc(CN3CCC(C(N)=O)CC3)n2)cc1	0	1
CC1CCCCC1NC(=S)Nc1cccc(S(=O)(=O)N(C)C)c1 (stereo unspecified)	-17	1.2
CCCCNC(=O)C(C)N(CCN(C)C)C(=O)CCCN1C(=O)NC(c2ccc(Cl)cc2)C(C(=O)OCc2ccccc2)=C1C (stereo unspecified)	-19	1.2
COc1cccc(C2=NOC(C(=O)NCCCn3ccnc3)C2)c1 (stereo unspecified)	14	0.86
COc1cccc(NC(=O)CN(C)S(=O)(=O)c2ccc3[nH]c(=O)oc3c2)c1	46	0.54
COCCn1c(=O)[nH]c2cc(C(=O)NCCN3CCN(c4ccccc4F)CC3)ccc2c1=O	2	0.98
COc1cccc(C(=O)N(Cc2ccc(N(C)C)cc2)C2CCS(=O)(=O)C2)c1 (stereo unspecified)	2	0.98
COCc1cc(C)nc(OCC(=O)N/N=C/c2cccc(OC)c2)c1C#N	8	0.92
Cn1cccc1-c1nc2ccc(NC(=O)c3ccccc3)cc2[nH]1	-1	1
CCn1c(SCC(=O)Nc2sc3c(c2C#N)CCCC3)nnc1-c1ccco1	17	0.83
O=C(NCc1ccc2c(c1)OCO2)C1CCCN1C(=O)Nc1cccc(Cl)c1 (stereo unspecified)	-3	1
CC(=O)N1CCc2cc(S(=O)(=O)NCCCN3CCN(Cc4ccccc4)CC3)ccc21	-1	1
O=C(CN(Cc1cccs1)C(=O)c1csnn1)NC1CCCC1	4	0.96

Record cards, as listed above. Order of screens: mouse IAP activators | mouse IAP activators Fold change
CCn1c(SCC(=O)Nc2sc3c(c2C#N)CCCC3)nnc1-c1ccco1 as listed: 17 | 0.83
O=C(NCc1ccc2c(c1)OCO2)C1CCCN1C(=O)Nc1cccc(Cl)c1 (stereo unspecified) as listed: -3 | 1
Cc1ccc(C(=O)NC2CCN(C(=O)N3CCOCC3)CC2)cc1 as listed: 7 | 0.93
Cn1c(=O)cc(SCC(=O)Nc2cccnc2)c2ccccc21 as listed: 5 | 0.95
COc1cccc(C(=O)N(Cc2ccc(N(C)C)cc2)C2CCS(=O)(=O)C2)c1 (stereo unspecified) as listed: 2 | 0.98

As entered above.
Result for `CCCCNC(=O)C(C)N(CCN(C)C)C(=O)CCCN1C(=O)NC(c2ccc(Cl)cc2)C(C(=O)OCc2ccccc2)=C1C` (stereo unspecified) under mouse IAP activators: -19
Result for `O=C(/C=C/c1cccs1)c1ccc(NC(=O)c2cccc(Br)c2)cc1` under mouse IAP activators Fold change: 0.99
Result for `Cn1cccc1-c1nc2ccc(NC(=O)c3ccccc3)cc2[nH]1` under mouse IAP activators: -1
Result for `O=C(CSc1nnc(-c2ccncc2)n1Cc1ccccc1)Nc1nccs1` under mouse IAP activators: 2
Result for `CCOc1cc(C2NN=C(c3ccccc3)S2)ccc1OCc1ccc(F)cc1` (stereo unspecified) under mouse IAP activators Fold change: 1
Result for `Cn1c(=O)cc(SCC(=O)Nc2cccnc2)c2ccccc21` under mouse IAP activators Fold change: 0.95

Remaining list, next part:
smiles	mouse IAP activators	mouse IAP activators Fold change
O=S(=O)(NCCc1ccccn1)c1ccc(F)c(F)c1	3	0.97
O=C(COc1ccccc1)N[C@@H]1c2ccccc2CC[C@@H]1O	5	0.95
S=C(NCc1ccccc1)Nc1ccc(Oc2ccccc2)cc1	-49	1.5
CC[C@]12c3[nH]c4ccc(Cl)cc4c3CCN1C(=O)[C@@H](CC(=O)NCCN1CCOCC1)C[C@@H]2C(=O)N1CCN(C(=O)C2CC2)CC1	-1	1
CC1CCN(c2nc(-c3ccc(F)cc3)cc(C(F)(F)F)n2)CC1	-1	1
CCC(=O)Nc1ccc(NC(=O)Cc2ccccc2)cn1	12	0.89
CCN1CCN(C(=O)Nc2cccc3ccccc23)CC1	5	0.95
CCOC(=O)C1CN(S(=O)(=O)c2ccccc2)C1	-1	1
CC1(C)CC(=O)c2cnc(N)nc2C1	9	0.91
O=C(Cc1ccc(Br)cc1)N1CCN(c2ccccc2O)CC1	-7	1.1
COc1cc(C2=NOC(C(=O)NCc3ccccn3)C2)cc(OC)c1OC (stereo unspecified)	-7	1.1
CC(C)C(=O)NC(NC(=S)Nc1cccc2cccnc12)C(Cl)(Cl)Cl (stereo unspecified)	3	0.97
COc1ccc(Cc2nnc(Nc3ccc(C)cc3C)[nH]c2=O)cc1	-8	1.1
Nc1ccccc1NC(=O)c1ccccc1N	2	0.98
S=C(NCc1ccccc1)NC1CCSc2ccccc21 (stereo unspecified)	-151*	2.5*
CC(=O)N=c1ncn(CC(COC(C)=O)OC(C)=O)c2nc[nH]c12 (stereo unspecified)	5	0.95
COC(=O)c1[nH]c2ccccc2c1NC(=O)CCN1CCSCC1	-16	1.2
CC1(C)Cc2nc(N3CCOCC3)c(C#N)cc2CO1	9	0.91
COC(=O)c1ccc(-c2ccco2)n1Cc1cccc(C)c1	7	0.93
CCC(=O)N1CCc2cc(S(=O)(=O)CCC(=O)NCc3cccs3)ccc21	-7	1.1
Cn1cccc1C(=O)OCC(=O)Nc1ccc2c(c1)CCC2	-5	1.1
COc1ccc(N2CCN(/C(=N\S(=O)(=O)c3ccccc3)Nc3nc(C)cc(C)n3)CC2)cc1	0	1
O=C(CCCNS(=O)(=O)c1cccs1)N1CCc2ccccc2C1	5	0.95
CCN(CC)S(=O)(=O)c1cccc(-c2nnc(SCCOc3ccccc3C)o2)c1	6	0.94
CC1=CC[C@@]23CCCN2C(=O)CCC[C@H]3C1	-2	1
CC1=C(C(=O)Nc2ccccn2)C(c2ccc(Br)cc2)n2ncnc2N1 (stereo unspecified)	3	0.97
CC(CC(=O)O)CC1=NS(=O)(=O)c2ccccc2N1 (stereo unspecified)	5	0.95
CCCCn1c(N)c(N(CCOC)C(=O)CSc2nc3ccc(C)cc3[nH]2)c(=O)[nH]c1=O	4	0.96
CCCN1C2CCCC1CC(NC(=O)c1cc(OC)c(OC)c(OC)c1)C2 (stereo unspecified)	11	0.89
Cc1ccc(-c2nnn(CC(=O)NCC3CC3)n2)o1	6	0.94
CCN(CC)C(=O)[C@H]1C[C@H](CC(=O)NC/C=C(\C)CCC=C(C)C)C(=O)N2CCc3c([nH]c4cc(-c5ccco5)ccc34)[C@]12C	-11	1.1
CCn1c(SCC(=O)N2c3ccccc3CC2C)nnc1-c1ccco1 (stereo unspecified)	4	0.96
COC(=O)c1ccc(NC(=O)CN2C(=O)CSC2=O)cc1	4	0.96
Cc1ccc(C(c2nnnn2C(C)(C)C)N2CCC(C)CC2)cc1 (stereo unspecified)	4	0.96
COCCNC(=O)Cn1nc(C)c2ccccc2c1=O	8	0.92
COc1ccc(CCNC(=O)CC2COc3ccccc3O2)cc1OC (stereo unspecified)	-6	1.1
CN1CC=C2C(C#N)=C(N)C(C#N)(C#N)C(CCc3ccccc3)C2C1 (stereo unspecified)	5	0.95
COC(=O)[C@H](Cc1ccccc1)N1C/C=C\COc2c(Cl)cc(Cl)cc2S1(=O)=O	9	0.91
O=C(NCc1ccccc1)N1CCC(n2cnc3cc(F)ccc32)CC1	2	0.98
Cc1cccc2c1[nH]c1nc(N/N=C\c3ccco3)nnc12	6	0.94
Cc1cc(=O)[nH]c(N/N=C/c2ccc(O)c(O)c2)n1	45	0.55
CCOC(=O)C1=CN(Cc2cccc(F)c2)S(=O)(=O)N(CC)C1c1ccccc1 (stereo unspecified)	-2	1
O=C1CC(C(=O)Nc2cccc3ccccc23)C2(CCCC2)O1 (stereo unspecified)	-5	1.1
FC(F)Oc1ccc(NC(=S)NC2CCCCCCC2)cc1	-38	1.4
O=C(Cc1cccc2ccccc12)NNC(=O)Nc1cccc(Cl)c1	4	0.96
Cc1cc(C)nc(SCc2nnc(SCC(=O)OC3CCCCC3)o2)n1	-8	1.1
